# human PMI inhibition – MPI enzyme activity inhibition – biochemical, fluorescence intensity, coupled assay, primary screen (AID 1209) | inhibition, % at 20 µM, or IC50 in µM where a hit was titrated | 0.42% of 190,000 active | purified PMI enzyme, coupled fluorescence intensity; higher % means a stronger effect;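 also: plate controls were DMSO vehicle for no effect and wells lacking substrate for full effect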
# TNAP activators – human TNAP enzyme activators, primary screen, biochemical, luminescent, no phosphate acceptor, uHTS (AID 1001) | purified TNAP, luminescent activation assay, no phosphate acceptor; higher activation fold means a stronger effect | activation fold at 20 µM, or EC50 in µM where a hit was titrated | 0.03% of 200,000 active; in the data active = activation fold from about 3, or a potency from the dose series; inactive = the rest, 99 in 100 with activation fold below about 1.6; also: many of its hits are not listed in these tables
# Myeloid diff 2 – promotes myeloid progenitor differentiation; ER-HoxA9 myeloid progenitors, lysozyme-GFP differentiation, flow cytometry; calls only at 10 µM; 1% of 360,000 active; AID 624256;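 active = normalized GFP-positive differentiation at or above the plate's own cutoff, the solvent-only control mean plus 3 SD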;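 also: cells exposed to compound for four days before flow analysis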
# Salmonella PhoP GFP – inhibitors of PhoP regulon expression, primary screen, Salmonella Typhimurium, GFP reporter (AID 1863); one-dose inhibition, % at 50 µM; IC50 in µM for titrated hits; S. Typhimurium PhoP-regulated promoter GFP reporter, 4 h; higher % means a stronger effect; 0.16% of 300,000 active;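 active = inhibition over 29.93%, a cutoff 3 SD above the screen mean, later confirmed by dose response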;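 also: 0% = low Mg2+ inducing control and 100% = high Mg2+ repressing control; strong numbers were not always called active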
# XIAP antagonists – XIAP antagonists, biochemical, IAP family, fluorescence polarization (AID 1018) | 0.007% of 200,000 active | displacement, % at 20 µM, or IC50 in µM where a hit was titrated | XIAP BIR domain, fluorescence polarization peptide displacement; higher % means a stronger effect; in the data active = displacement above about 50%; also: a part of the inactive calls stands beside numbers as strong as those of hits
# Siah-1 displacement – blockers of Siah-1 interaction with plectin peptide – biochemical, fluorescence polarization, rhodamine-plectin, uHTS, primary screen (AID 1817) | Siah-1 / rhodamine-plectin peptide fluorescence polarization; higher % means a stronger effect | displacement, % at 20 µM; hits with a dose series show IC50 in µM | 0.02% of 290,000 active;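 active = displacement of at least 50% at 20 µM, with a fluorescence ratio check between 0.3 and a set limit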;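 also: plate controls were Siah plus tracer with DMSO for no effect and tracer alone without Siah for full effect; strong numbers were not always called active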
# RSV antiviral HEp-2 – RSV antiviral activity via CPE protection, HEp-2 cells, primary 10 µM value included (AID 2391). HEp-2 cells, RSV-induced CPE inhibition; higher % means a stronger effect. CPE inhibition, % at 10 µM; hits with a dose series show IC50 in µM. 0.13% of 310,000 active; in the data active = a potency from the dose series; also: strong numbers were not always called active
# human PMI inhibitors – human PMI inhibitors, high substrate, primary screen, biochemical, fluorescence intensity, high mannose 6-phosphate (AID 1220); recombinant PMI enzyme, coupled fluorescence intensity; higher % means a stronger effect; one-dose inhibition, % at 20 µM; IC50 in µM for titrated hits; 0.66% of 190,000 active
# WT yeast gro inh – growth inhibition of WT yeast, mitochondrial fusion screen; mitochondrial fusion phenotypic screen, WT strain; inhibition, % at 10 µM; 2.1% of 190,000 active; AID 1362; in the data active = inhibition above about 58%; tested in S. cerevisiae
# WT yeast gro inh mutant strain – further read-out of WT yeast gro inh, marked with its call; inhibition, %; mitochondrial fusion phenotypic screen, mutant strain inhibition
# Myeloid diff 2 GFP+ MAC1+ % – recorded beside Myeloid diff 2, whose call it bears; GFP+ MAC1+ double positive, %; measured here: differentiation confirmed by MAC1 staining
# * hit, by the source's call; i = inactive; · = not tested or not shown. Rule as the data show it, unless noted: active = inhibition above about 50%; inactive = the rest.
SMILES,human PMI inhibition,TNAP activators,Myeloid diff 2,Myeloid diff 2 GFP+ MAC1+ %,Salmonella PhoP GFP,XIAP antagonists,Siah-1 displacement,RSV antiviral HEp-2,human PMI inhibitors,WT yeast gro inh,WT yeast gro inh mutant strain
COc1ccc(-c2c(C)oc3c(CN4CCN(CCO)CC4)c(O)ccc3c2=O)cc1OC,-5%,1.1,i,0.5,-5%,-4.6%,2%,-0.4%,-4%,-1,-4
Cc1ccc(S(=O)(=O)N2CCCC2c2nc3ccccc3s2)cc1 (stereo not given),19%,1.1,i,0.2,0%,-4.0%,3%,14%,12%,17,-13
CC(CN1CCCCC1)OC(=O)c1ccco1 (stereo not given),·,·,i,1.1,3%,·,19%,1.7%,·,·,·
CC1=CC(=O)OC1Cc1ccncc1 (stereo not given),-9%,1.1,i,0.8,-4%,-0.4%,-5%,1.9%,-14%,-1,-1
O=C(Oc1ccc(C(=S)N2CCCCC2)cc1)c1ccccc1F,-6%,1.1,i,0.8,2%,-5.4%,-4%,1.4%,4%,15,9
Cc1ccc(C(=O)N=c2sccn2C)o1,·,·,i,1.5,-5%,·,-2%,0.5%,·,·,·
CCN(CC)CCNC(=O)c1cc(-c2ccc(Br)s2)nc2ccccc12,·,·,i,0.8,0%,·,-6%,16%,·,·,·
CCC(=O)N(Cc1ccco1)C1CC(=O)N(c2ccccc2)C1=O (stereo not given),-5%,1.1,i,0.9,-21%,-3.5%,-4%,1.9%,1%,-20,-4
O=C(c1ccc(Cl)c(F)c1F)N1CCOCC1,0%,1.1,i,5.9,4%,-1.5%,2%,0.3%,-8%,15,-3
CCn1c(SCC(=O)Nc2nc(C)cs2)nnc1-c1ccoc1C,5%,1.1,i,0.8,4%,-3.7%,1%,0.1%,5%,6,29
CCC/C(O)=N\S(=O)(=O)c1ccc(N=NN(C)C)cc1,-6%,1.1,i,3.7,0%,-1.7%,9%,1.0%,-9%,-13,-4
COc1ccc(S(=O)(=O)N(C)CC(=O)NCc2cccnc2)cc1,9%,1.1,i,0.8,2%,-11%,3%,2.4%,4%,17,3
CC(C)Cn1c(C(C)C)nc([N+](=O)[O-])c1S(=O)(=O)c1ccc(F)cc1,-4%,1.1,i,0.0,2%,-4.3%,5%,-1.2%,-3%,0,-1
O=C(C1CCCN(c2ncccn2)C1)N1CCc2ccccc21 (stereo not given),4%,1.1,i,4.1,-5%,-5.4%,0%,·,7%,6,0
Cc1ccc(O)c(C2=NNC(c3ccc(Cl)cc3)C2)c1 (stereo not given),·,·,i,0.1,-2%,·,18%,4.9%,·,·,·
COc1ccccc1OCC(=O)Nc1ccccc1C(=O)N1CCCC1,·,·,i,0.3,-3%,·,0%,-0.1%,·,·,·
Cc1ccc(NC2=NC(=S)N(CC#N)C23CCCCC3)cc1,-6%,1.1,i,1.9,-2%,-4.8%,10%,-0.8%,-6%,-7,-7
COc1cccc(NC(=O)CSc2nc3ccccc3cc2Cc2ccccc2)c1,9%,1.1,i,5.9,-6%,-2.3%,1%,8.6%,1%,12,-1
CCOc1ccc(NC2OC(CO)C(O)C(O)C2O)c([N+](=O)[O-])c1 (stereo not given),6%,0.9,i,0.2,3%,-6.0%,3%,1.8%,9%,21,8
N#Cc1ccsc1NC(=O)CSc1nnnn1-c1ccc(O)cc1,0%,1.1,i,0.1,-15%,-0.3%,13%,-0.5%,4%,11,9
CN1CCN(c2ccccc2NC(=O)COc2ccccc2)CC1,3%,1.1,i,1.4,0%,-8.0%,0%,-1.2%,1%,-16,-14
Cc1[nH]c(N=Nc2ccccc2)nc1N=Nc1ccccc1,·,·,i,0.5,3%,·,-5%,0.3%,·,·,·
CCC1=NN(C(=O)c2ccc(Br)cc2)C(O)(c2ccc(C)cc2)C1 (stereo not given),-3%,1.1,i,0.3,11%,-0.2%,1%,14%,-11%,5,16
CN(C)CCCNC(=O)C1CCNCC1,22%,1.1,i,0.4,-14%,-10%,3%,1.6%,18%,-2,4
N#Cc1ccc(-c2ccccc2)nc1SCCN1CCOCC1,17%,1.1,i,0.4,-5%,-1.4%,11%,5.3%,7%,-25,-5
SMILES,human PMI inhibition,TNAP activators,Myeloid diff 2,Myeloid diff 2 GFP+ MAC1+ %,Salmonella PhoP GFP,XIAP antagonists,Siah-1 displacement,RSV antiviral HEp-2,human PMI inhibitors,WT yeast gro inh,WT yeast gro inh mutant strain
Fc1ccc(-c2nnn(Cc3ccccc3Cl)n2)cc1,·,·,i,0.8,6%,·,9%,6.1%,·,·,·
CC(=O)N1CCc2cc(C(=O)CN3CCN(c4ccccc4F)CC3)ccc21,-30%,1.1,i,3.6,10%,-4.7%,-1%,0.9%,-60%,10,9
CCOc1ccc(/C=C/C(=O)CCC(=O)O)cc1,13%,1,i,0.6,4%,-7.0%,-4%,0.5%,12%,0,3
CCC(C)[C@H](NC(=O)Nc1ccc(S(N)(=O)=O)cc1)C(=O)O (stereo not given in full),-8%,1,i,0.1,-4%,-4.8%,4%,1.7%,-3%,-10,-15
Cc1[nH][nH]c(=O)c1C(c1cc([N+](=O)[O-])ccc1O)c1c(C)[nH][nH]c1=O,14%,0.2,i,0.6,27%,-1.1%,3%,-0.3%,32%,-8,-4
Cc1ccc(CCNc2ccccc2)c[n+]1[O-],-3%,1.1,i,0.9,3%,-4.1%,-2%,2.0%,-4%,-1,-1
Cc1ccc(NC(=S)NCCc2ccc(F)cc2)c(C)c1,12%,1,i,2.2,5%,-4.3%,-4%,4.2%,2%,40,7
CCOC(=O)c1nn(-c2ccccc2)c2nnc(Cc3ccccc3)c(=O)n12,-6%,1.1,i,0.3,-7%,-7.1%,-3%,1.2%,-2%,-8,-3
CC(C)Oc1cccc(-c2cc(C(=O)N3CCN(c4ncccn4)CC3)c3ccccc3n2)c1,0%,0.9,i,0.3,17%,-5.5%,-3%,15%,1%,40,11
COc1cccc(NC(=S)N(Cc2ccc(C)cc2)Cc2ccccn2)c1,-2%,1.2,i,0.4,6%,0.9%,1%,0.7%,-1%,4,21
CCCCOc1ccc(C(=O)N2CCC(C)CC2)cc1,5%,1.1,i,1.0,-5%,0.3%,2%,3.8%,0%,7,15
O=C1CN(c2nc(-c3ccccc3)c3cc(Br)ccc3n2)c2ccccc2N1,6%,1.1,·,·,-10%,-3.0%,-3%,0.9%,12%,6,-15
CC(=O)NS(=O)(=O)c1ccc(N=c2ssc3c2-c2cc(C)c(C)cc2NC3(C)C)cc1,0%,1,i,0.4,-2%,-21%,-3%,19%,0%,7,-8
O=C(CSc1nc(O)c(Cc2ccccc2)c(=O)[nH]1)Nc1nc2c(s1)CCCC2,6%,1.1,i,0.3,-14%,-1.7%,0%,1.2%,11%,-4,9
COc1ccc([N+](=O)[O-])cc1NC(=O)Cc1noc2ccc(C)cc12,-7%,1.1,i,0.7,6%,-0.5%,-3%,1.6%,10%,-1,5
O=C(CNS(=O)(=O)c1ccc(Br)s1)N1CCC(N2CCCCC2)CC1,8%,1,i,0.4,4%,-5.9%,3%,-0.2%,9%,12,9
CC1(C)C(=O)Nc2ccccc2N1C(=O)COC(=O)c1ccc(Cl)c(S(=O)(=O)NCc2ccccc2)c1,6%,0.9,i,2.1,-7%,-6.5%,2%,13%,2%,16,23
O=C(COC(=O)CCCN1C(=O)c2ccccc2C1=O)Nc1ncc(Cl)cc1Cl,-7%,1.1,i,0.9,-8%,-1.5%,-3%,1.4%,4%,-44,-15
Cc1cc(CNC(=S)Nc2ccc(S(=O)(=O)Nc3ncccn3)cc2)nn1C,·,·,i,0.7,-3%,·,1%,1.0%,·,·,·
CCOc1ccc(Cl)cc1S(=O)(=O)N1CCN(c2ccc(F)cc2)CC1,8%,1,i,1.0,6%,10%,0%,3.9%,9%,38,22
COc1ccc(N(Cc2ccccc2)S(=O)(=O)c2cccc(C(=O)O)c2)cc1,·,·,i,0.8,2%,·,0%,-1.9%,·,·,·
O=C(CCS(=O)(=O)c1cccc2nsnc12)N1CC(=O)N(CCc2ccccc2)C(=O)C1,15%,1.1,i,0.6,-7%,-11%,0%,-0.3%,-2%,9,7
CCn1nc(C)c(/C=C2\CCCC3=C2OC(N)=C(C#N)C3c2c(C)nn(CC)c2C)c1C (stereo not given),16%,1,·,·,-12%,-0.5%,6%,1.5%,46%,-7,-10
CC(C)CC(=O)N1CCC(O)(CS(=O)(=O)Cc2ccccc2Cl)CC1,13%,1.1,i,2.2,-1%,0.5%,2%,-1.0%,11%,-8,6
Cc1ccc(C(CC(=O)N2CCCC2)c2ccccc2)c(O)c1C (stereo not given),19%,1,i,0.8,6%,-2.1%,2%,2.4%,11%,4,-23

# Look-ups from the results shown.
# Value for O=C(C1CCCN(c2ncccn2)C1)N1CCc2ccccc21 (stereo not given) under WT yeast gro inh: 6
# Value for N#Cc1ccsc1NC(=O)CSc1nnnn1-c1ccc(O)cc1 under TNAP activators: 1.1
# Value for CCOc1ccc(/C=C/C(=O)CCC(=O)O)cc1 under Salmonella PhoP GFP: 4%

# Reformatted field by field: two of the compounds above.
Cc1ccc(CCNc2ccccc2)c[n+]1[O-]
  human PMI inhibition: -3%; TNAP activators: 1.1; Myeloid diff 2: i; Myeloid diff 2 GFP+ MAC1+ %: 0.9; Salmonella PhoP GFP: 3%; XIAP antagonists: -4.1%; Siah-1 displacement: -2%; RSV antiviral HEp-2: 2.0%; human PMI inhibitors: -4%; WT yeast gro inh: -1; WT yeast gro inh mutant strain: -1
CCOc1ccc(Cl)cc1S(=O)(=O)N1CCN(c2ccc(F)cc2)CC1
  human PMI inhibition: 8%; TNAP activators: 1; Myeloid diff 2: i; Myeloid diff 2 GFP+ MAC1+ %: 1.0; Salmonella PhoP GFP: 6%; XIAP antagonists: 10%; Siah-1 displacement: 0%; RSV antiviral HEp-2: 3.9%; human PMI inhibitors: 9%; WT yeast gro inh: 38; WT yeast gro inh mutant strain: 22

# Next section:
SMILES,human PMI inhibition,TNAP activators,Myeloid diff 2,Myeloid diff 2 GFP+ MAC1+ %,Salmonella PhoP GFP,XIAP antagonists,Siah-1 displacement,RSV antiviral HEp-2,human PMI inhibitors,WT yeast gro inh,WT yeast gro inh mutant strain
CCOC(=O)C1CCN(C(=O)/C=C/c2ccc3c(c2)OCO3)CC1,·,·,i,0.6,-7%,·,0%,0.0%,·,·,·
CCN(CC)S(=O)(=O)c1ccc(/C=C/C(=O)Nc2c(C)n(C)n(-c3ccccc3)c2=O)cc1,-12%,1.1,i,0.7,-2%,-5.0%,4%,6.9%,-12%,-4,15
Cc1ccc(C)c(NC(=S)N/N=C2/CCCCc3ccccc32)c1,11%,0.8,i,0.6,-11%,-5.3%,0%,8.8%,4%,56,58
O=C(CSc1nnc(-c2cccnc2)n1Cc1ccco1)Nc1cccc(O)c1,·,·,i,3.4,-7%,·,3%,2.1%,·,·,·
CC1CCN(c2ccc(NC(=S)NC(=O)c3ccc(-c4cccc([N+](=O)[O-])c4)o3)cc2)CC1,11%,1,i,5.3,3%,-2.7%,-1%,0.8%,-2%,6,43
CC(C)C(=O)Nc1cccc(-c2cn3ccccc3n2)c1,5%,1.1,i,0.4,15%,-5.4%,7%,5.0%,0%,5,5
O=C(NCCN1CCOCC1)/C(=C\c1ccc(Br)cc1)NC(=O)c1cccs1,-5%,1.1,i,0.8,-20%,-1.6%,0%,3.1%,-4%,0,8
CC(=O)NC(c1ccc(F)cc1)c1cccnc1 (stereo not given),1%,1.1,i,0.8,4%,-6.9%,5%,1.4%,-2%,11,4

# Screening results as filed in PubChem BioAssay.
